Compound activity (PubChem)
USP1 inh – inhibitors of human USP1/UAF1 deubiquitinase; 390,000 compounds, 0.23% hits; O94782; AID 743255; Potency, µM (titrated, usually from 57.1 µM), inactives show at the highest dose activity change, negative = inhibition, actives largely listed as inhibitors; recombinant USP1/UAF1, Ub-Rhodamine cleavage fluorescence; note: potency is the fitted concentration of half-maximal effect; % is set by controls: 0 for no effect and ±100 for the full control effect; nearly all actives have a fitted effect of over 60% in size; inactives centre near -12
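High-throughput fluorogenic screen: 1nM USP1/UAF1 complex, Ub-Rho substrate 150nM final, 50mM HEPES pH 7.8 with 0.5mM EDTA, 0.1 mg/ml BSA, 1mM TCEP and 0.01% Tween-20.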
D2 antag – antagonizes the human D2 dopamine receptor; 340,000 compounds, 2% hits; P14416; AID 485344; HEK293 TREx D2 cells, calcium flux, dopamine EC80; inhibition, % at 10 µM; in the data active = inhibition above about 30%; note: 0% is about no effect
Target sequence (P14416 whole entry, looked up): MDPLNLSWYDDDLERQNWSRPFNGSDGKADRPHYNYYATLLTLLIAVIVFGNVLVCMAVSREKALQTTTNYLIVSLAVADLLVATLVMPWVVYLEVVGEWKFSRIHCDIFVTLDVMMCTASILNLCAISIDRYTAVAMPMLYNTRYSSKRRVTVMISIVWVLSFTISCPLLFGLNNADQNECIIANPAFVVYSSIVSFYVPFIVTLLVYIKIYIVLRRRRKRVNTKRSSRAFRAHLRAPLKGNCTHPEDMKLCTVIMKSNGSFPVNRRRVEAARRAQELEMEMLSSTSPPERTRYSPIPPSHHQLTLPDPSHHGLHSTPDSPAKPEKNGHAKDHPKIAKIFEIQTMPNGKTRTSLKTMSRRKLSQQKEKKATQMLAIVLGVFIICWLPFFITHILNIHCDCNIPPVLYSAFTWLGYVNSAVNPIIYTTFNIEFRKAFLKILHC
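Calcium flux kinetic readout in an inducible HEK293 TREx D2 line plated overnight at 30 C. After 180 s compound exposure, an EC80 dopamine challenge follows with another 180 s kinetic read to detect antagonism.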
TRHR agonist – activates the human TRH receptor. P34981. TRHR cells, calcium flux fluo-8, FDSS agonist mode. activation, % at 2 µM. 360,000 compounds, 0.18% hits. AID 493084; in the data active = activation above about 30%; note: 0% is about no effect
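TRHR-expressing cells loaded with fluo-8 calcium dye; 23 nL library compound pin-transferred, kinetic FDSS fluorescence (Ex 480/Em 530) recorded about 180 s for agonist-induced calcium release, before a 10 nM TRH EC20 addition for potentiator mode.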
Pin1 inhibitor – blocks the human prolyl isomerase Pin1. Q13526. Pin1 FP peptide displacement, HiFluor488, 10 min. Potency, µM (highest dose often 115 µM), for inactives: at the highest dose activity, negative = inhibition, hits mostly inhibitors. 390,000 compounds, 0.009% hits. AID 504891; active = well fitted inhibition curve with a large enough effect in the polarisation, with a control signal flat, not every such curve was filed as active; inconclusive = small, poorly fitted or top-dose-only effect, or effect the other way, or a change in a side signal; inactive = no such curve, though single readings can be large or run the other way; the % refers to the polarisation; note: potency is the fitted concentration of half-maximal effect; % is set by controls: 0 for no effect and ±100 for the full control effect
Target sequence (Q13526 whole entry, looked up): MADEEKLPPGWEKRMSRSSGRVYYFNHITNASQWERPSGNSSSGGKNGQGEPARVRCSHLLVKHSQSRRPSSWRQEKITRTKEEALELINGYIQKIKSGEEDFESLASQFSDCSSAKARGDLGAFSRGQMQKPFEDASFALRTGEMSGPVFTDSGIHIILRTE
D2 ag – activates the human D2 dopamine receptor; P14416; HEK293 T-REx D2 cells, calcium flux agonist mode; activation, % at 2 µM; 340,000 compounds, 0.53% hits; AID 485358;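 active = activation over 3 SD above normal in the single-dose calcium agonist read, cut at about 30% in these data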; note: 0% is about no effect
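In this primary screen, compounds producing a positive calcium signal within 180 s of addition to tetracycline-induced, force-coupled HEK293 Trex D2 cells are flagged; cells are dye-loaded with a no-wash calcium kit beforehand.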
TRHR enhancer – allosteric enhancers of human TRH receptor; P34981; enhancement, % at 2 µM; 360,000 compounds, 0.66% hits; TRHR cells, fluo-8 calcium fluorescence, EC20 TRH enhancement; AID 493056; in the data active = enhancement above about 30%; note: 0% is about no effect
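TRHR-expressing cells loaded with fluo-8 calcium dye were read kinetically (ex 480/em 530) during compound addition, then stimulated with an EC20 of TRH (10 nM final). Enhancement of the Gq-mediated intracellular calcium response was scored.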
rTrxR1 inhibitor – rat TrxR1 inhibition | recombinant rTrxR1, NADPH fluorescence consumption, selenite substrate | Potency, µM (series often up to 114 µM), without a hit: at the highest dose activity change, negative = inhibition, most hits filed as inhibitors | AID 588453 | O89049 | 390,000 compounds, 1% hits; note: potency is the fitted concentration of half-maximal effect; % is set by controls: 0 for no effect and ±100 for the full control effect; nearly all actives have a fitted effect of over 65% in size
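Rat TrxR1 (90 nM in the dispensed reagent) was pre-reduced with 400 uM NADPH for 5 min at room temperature, then incubated with compound for 15 min. After 400 uM selenite was added, NADPH fluorescence (Ex 340/Em 450 nm) was followed for 8 min.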
IDH1 R132H inh – blocks human mutant IDH1 R132H enzyme | AID 602179 | IDH1-R132H enzyme, NADPH consumption, diaphorase/resazurin fluorescence | Potency, µM (titrated, usually from 76.6 µM), for the others: at the highest dose activity change, negative = inhibition, usual class: inhibitors | O75874 | 390,000 compounds, 0.093% hits; note: potency is the fitted concentration of half-maximal effect; % is set by controls: 0 for no effect and ±100 for the full control effect; nearly all actives have a fitted effect of over 65% in size
Target sequence (O75874 whole entry R132H, stated change not applied): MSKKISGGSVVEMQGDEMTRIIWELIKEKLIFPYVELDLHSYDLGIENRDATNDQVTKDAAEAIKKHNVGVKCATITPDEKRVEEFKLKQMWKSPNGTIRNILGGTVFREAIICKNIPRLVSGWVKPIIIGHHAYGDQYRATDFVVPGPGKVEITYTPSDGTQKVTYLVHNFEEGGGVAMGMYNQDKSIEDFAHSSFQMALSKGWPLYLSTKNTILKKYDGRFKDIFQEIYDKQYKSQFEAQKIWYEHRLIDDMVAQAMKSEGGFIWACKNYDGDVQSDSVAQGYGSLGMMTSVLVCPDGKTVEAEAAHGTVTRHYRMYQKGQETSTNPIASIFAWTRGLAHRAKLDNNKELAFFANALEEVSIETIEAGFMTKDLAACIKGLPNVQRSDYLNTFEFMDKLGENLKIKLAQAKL
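IDH1-R132H (0.5 ug/mL) preincubated 30 min with compound, then NADPH (0.016 mM) and alpha-KG (2 mM) added; 80 min at RT, pH 7.5. Remaining NADPH coupled via diaphorase/resazurin to fluorescence (540/590 nm); concentration-response curves normalized to no-enzyme control.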
TrxR1 substrate – is turned over as a substrate by rat TrxR1. O89049. purified TrxR1 substrate turnover, NADPH consumption readout. Potency, µM (top dose mostly 114 µM), inactives show at the highest dose activity change, negative = substrate turnover. 390,000 compounds, 0.01% hits. AID 588456; note: potency is the fitted concentration of half-maximal effect; % is set by controls: 0 for no effect and ±100 for the full control effect; nearly all actives have a fitted effect of over 50% in size
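Rat TrxR1, dispensed at 90 nM, was prereduced with 400 uM NADPH (final) for 5 min at ~22 deg C, then incubated with compound 15 min before 400 uM selenite. A first-read NADPH fluorescence drop versus no-compound background flagged substrates.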
* = called active by the depositor; ? = inconclusive; nt = no result given; [ ] = dose if it differs, or a comment. Unless noted, calls come from the whole dose curve; as a rule, active = well fitted inhibition curve with a large enough effect; inconclusive = small, poorly fitted or top-dose-only effect; inactive = no such curve, though single readings can be large or run the other way.

SMILES	USP1 inh	D2 antag	TRHR agonist	Pin1 inhibitor	D2 ag	TRHR enhancer	rTrxR1 inhibitor	IDH1 R132H inh	TrxR1 substrate
COc1ccc(N2CCN(C(=O)c3ccc(N(C)S(=O)(=O)c4ccc(OC)cc4)cc3)CC2)cc1	3%	4	-0.8	-5%	1.1	3	7%[57.1 µM]	7%	3%[57.1 µM]
Cc1ccc(OCC(=O)Nc2ccc(OCc3cc(=O)n4c(C)csc4n3)cc2)cc1C	?	nt	0.1	-19%	0.8	0	8%	-4%	4%
CC(=O)NCCOc1cccc(OCCNC(C)=O)c1	-4%	10	0.2	-2%	-0.1	0	9%	4%	5%
Nc1nc(SCC(=O)NCc2ccc3c(c2)OCO3)n[nH]1	-3%	-5	0.4	-2%	-0.2	7	-2%	-9%	-10%
CCCCN(C(=S)NC(=O)c1cc(OC)c(OC)c(OC)c1)c1c(N)n(Cc2ccccc2)c(=O)[nH]c1=O	-15%	nt	-1.1	-1%	nt	4	-21%	-2%	-9%
c1ccc(Nc2ccccc2Nc2ccccn2)nc1	-13%	34*	0.7	?	0.2	-9	5%	8%	3%
COC1CCCCC1Nc1cccc(SC)c1 (centres undefined)	-12%	-5	-2.3	-16%	-0.8	-4	17%[57.1 µM]	0%	8%
C/C(=N/OC(=O)CC(C)C)c1cc(-c2ccc(Cl)cc2)no1	-19%	5	0.2	-3%	-0.4	-4	18%	6%	8%
COc1ccccc1NC(=S)N1CCNC(=O)C1CC(=O)Nc1cccc(C)c1 (centres undefined)	-10%	-4	-1.1	4%	-0.6	-4	-9%	2%	-1%
COc1ccc(C(CNC(=O)c2ccc(OC)c(S(=O)(=O)N3CCCC3)c2)N2CCCC2)cc1 (centres undefined)	-1%	-11	-0.2	23%	0.3	-4	5%	-11%	4%
CC(CNc1ccc(Cl)cc1)(CNc1ccc(Cl)cc1)[N+](=O)[O-]	-14%	nt	nt	2%	nt	nt	15%	0%	3%
O=C(O)c1ccc2c(c1)C(=O)N(c1cccc(C(=O)/C=C/c3ccccc3)c1)C2=O	-10%	-5	0.2	-4%	0.3	11	-47%	-12%	-1%[57.1 µM]
C=CCOc1ccc(CN(C)c2ccc(S(=O)(=O)N3CCN(C)CC3)cc2[N+](=O)[O-])cc1	-6%	-10	2.4	-3%	0.5	-3	-4%	1%	-14%
CCOc1ccc(S(=O)(=O)N2CCCC(C(=O)N3CCOCC3)C2)cc1 (centres undefined)	-19%	-5	-0.5	5%	0.6	10	12%	0%	2%
Cc1ccc2oc3c(c(=O)c2c1)C(c1ccc(O)cc1)N(Cc1ccc2c(c1)OCO2)C3=O (centres undefined)	6%	nt	0.2	5%	0.1	-1	22%	-10%	0%
CCCNC(=O)N1CCC(c2ccc3c(c2)OCO3)CC1	-22%	0	0.3	-1%	0.5	6	6%	8%	5%
COc1ccc(N2CCN(C(c3cccs3)C(C)NC(=O)C(=O)N3CCCCC3)CC2)cc1 (centres undefined)	-18%	8	-0.5	5%	0.5	10	5%	9%	-3%
Nc1n[nH]c(-c2cccc([N+](=O)[O-])c2)n1	-10%	-2	0.7	-2%	0.4	-3	14%	2%	-3%
COc1ccc(-c2cn3nc(N4CCC(C(=O)Nc5cc(Cl)ccc5OC)CC4)sc3n2)cc1	-12%	nt	0.2	-8%	-0.7	11	26%	7%	1%
O=C(CCNS(=O)(=O)c1ccccc1C(F)(F)F)NCCCN1CCOCC1	-3%	nt	nt	1%	nt	nt	11%[11.4 µM]	3%	0%[11.4 µM]
COc1ccc(C(=O)NCCCN2CCN(CCCNC(=O)c3ccc(OC)c(OC)c3)CC2)cc1OC	-12%	-1	0.0	-16%	0.7	-4	-5%[57.1 µM]	-2%	-4%[57.1 µM]
Cc1ccc(Cn2ncc3c(N4CCN(C)CC4)ncnc32)cc1	-16%	55*	-0.4	-6%	-0.4	-4	5%[57.1 µM]	8%	7%[57.1 µM]
COc1ccccc1CC(=O)Nc1ccc2[nH]ncc2c1	-13%	-2	-0.4	-6%	-0.1	-1	11%[57.1 µM]	3%	3%[57.1 µM]
CC1(C)Cc2c(sc(NC(=O)c3ccc(C(=O)c4ccccc4)cc3)c2C#N)C(C)(C)N1	-7%	nt	0.2	1%	nt	-3	15%	-3%	8%
COC(=O)c1ccccc1NC(=O)C1CC(=O)N(c2ccc(F)cc2)C1 (centres undefined)	-15%	nt	-0.7	0%	nt	0	26%[57.1 µM]	-2%	15%[57.1 µM]
Cc1ccc(NC(=O)c2oc3ccc(S(=O)(=O)N(C)C4CCCCC4)cc3c2C)cc1Cl	-16%	nt	0.0	-5%	0.0	-3	37%[57.1 µM]	-1%	11%[57.1 µM]
COc1ccc2oc(C(=O)N3CCN(C(c4ccccc4)c4ccccc4)CC3)c(C)c2c1	-19%	-11	2.2	11%	1.1	3	5%	0%	-9%[57.1 µM]
COc1ccc2[nH]c3c(c2c1)CCN1C(=O)C(CC(=O)NCCc2ccccn2)C[C@H](C(=O)N2CCCCC2)[C@@]31CCc1ccccc1 (some centres undefined)	-4%	nt	nt	6%	nt	nt	0%	-12%	-3%
Cc1cc(C)n2nc(Cc3ccccc3)nc2n1	-15%	1	0.6	0%	-0.9	-1	5%	4%	3%
O=C(CN1CC[n+]2c(-c3cccs3)csc21)c1ccc(Br)cc1	-2%	-2	0.1	0%	-0.5	0	22%[57.1 µM]	-10%	-2%
COC(=O)c1c(C)cc(O)cc1O	-29%	nt	nt	-6%	nt	nt	15%	4%	3%
CS(=O)(=O)c1cccc(C(=O)Oc2ccccc2)c1	-3%	-5	-0.3	-2%	0.9	9	19%[57.1 µM]	2%	8%[57.1 µM]
O=C(NCC(=O)N1CCOCC1)c1ccc(Cl)cc1	-16%	nt	-0.6	1%	nt	-4	14%	0%	2%
Cc1ccc(S(=O)(=O)N2CCC(c3nc4c(nnn4Cc4ccccc4)c(=O)[nH]3)CC2)cc1	-32%	-7	-0.4	43%[activator]	-1.1	-5	-6%[57.1 µM]	-7%	-5%[57.1 µM]
CC(=O)c1ccc(CCCCc2ccc(C(C)=O)cc2)cc1	-13%	nt	nt	0%	nt	nt	-1%[2.29 µM]	-1%	9%[57.1 µM]
CCCCn1c(N)c(N(CC(C)C)C(=O)CSc2nnc(C)n2-c2ccccc2)c(=O)[nH]c1=O	-6%	nt	nt	-3%	nt	nt	28%	5%	9%
Cc1noc(C)c1COc1cccc(C(=O)Nc2ccc3c(c2)OCO3)c1	-26%	2	-0.6	1%	-0.6	1	17%	-3%	-7%
O=[N+]([O-])c1ccc(Cc2ccccn2)cc1	-9%	7	0.4	-4%	0.0	-6	5%	-2%	2%
CCCS(=O)(=O)c1nc(S(=O)(=O)c2ccc(C)cc2)c(NCCCN2CCOCC2)s1	-2%	27	-0.8	3%	-0.2	-2	8%[57.1 µM]	0%	9%[57.1 µM]
Cn1c(NCc2ccccc2F)nc2ccccc21	-10%	nt	-1.2	5%	0.6	2	-8%	-10%	-3%
O=C(NCC(=O)c1ccccc1)OCc1ccc([N+](=O)[O-])cc1	-21%	14	-1.1	-7%	0.8	6	19%	5%	3%
CCOC(=O)Nc1ccc2c(c1)ncn2C1CCCCC1	5%	11	0.5	-2%	-0.1	1	33%	2%	5%
Cc1ccc(NC(=O)COCC(=O)Nc2ccc(C)cc2)cc1	0%	-7	0.1	-9%	-1.0	12	39%[activator]	7%	3%
NS(=O)(=O)c1cc2c(cc1Cl)NC(Cc1ccccc1)NS2(=O)=O (centres undefined)	-19%	11	-1.5	-11%	-3.7	-3	9%	-16%	-3%
CCCCOc1ccc(-c2nonc2NC(=O)c2ccco2)cc1	-39%	nt	-0.9	3%	0.7	-4	8%[57.1 µM]	19%	-5%[57.1 µM]
Cc1cc(C)n2cc(-c3ccc(Cl)cc3)c(C(=O)O)c2n1	-6%	0	-0.2	0%	-0.9	-4	5%	6%	0%
NC1=NC(=O)/C(=C/c2cccc(-c3ccc(S(N)(=O)=O)cc3)c2)S1	-26%	-11	1.1	-2%	-0.1	4	?	-4%	10%
O=C(CCn1c(=S)[nH]c2ccccc2c1=O)Nc1cccc(Cl)c1	-22%	-9	0.3	11%	-0.6	0	22%	8%	2%
Cc1ccccc1C(=O)N1CCC(C(=O)Nc2ccccc2Cl)CC1	-14%	-13	0.9	-1%	0.3	-3	-2%	0%	-4%
C=CCc1ccccc1OCc1nc2ccc(C)cc2[nH]1	-24%	nt	-0.9	2%	nt	7	-23%	nt	-2%
CCCNC(=O)c1nn2cc(Br)cnc2c1Br	-25%	-5	-0.4	?	1.9	0	16%	-9%	2%
Cc1cc(OCC(=O)NNC(=O)c2cccs2)ccc1Br	-7%	6	0.1	1%	0.1	12	16%	0%	7%
Cn1c(=O)c2c(nc(-n3ccnc3)n2Cc2ccc(Cl)cc2Cl)n(C)c1=O	-8%	17	-0.2	-18%	0.2	-2	7%	0%	-8%
Clc1ccc(Nc2ccc3ccccc3n2)cc1	-20%	nt	nt	0%	nt	nt	34%	10%	20%
COc1ccc(/C=C/C(=O)NCC(c2ccc(F)cc2)N2CCOCC2)cc1OC (centres undefined)	-14%	5	-1.3	-15%	-1.7	15	26%	3%	25%
Cc1ccn2c(=O)nc(SCC(=O)N3CCCCCC3)nc2c1	-4%	-3	0.8	4%	0.9	2	0%	-1%	-1%
Cc1c(/C(O)=C2\C(=O)C(=O)N(CCCN(C)C)C2c2ccncc2)cnn1-c1ccccc1 (centres undefined)	nt	-8	0.2	nt	0.7	5	nt	nt	nt
O/N=C/c1ccc2ccccc2c1	-19%	-8	-3.1	-8%	-0.5	11	6%[57.1 µM]	3%	11%[57.1 µM]

An excerpt (hit frequency here may not be typical).
